# Bioassay records as filed in PubChem.
# CHT inh – inhibitors of human choline transporter CHT; High affinity choline transporter 1 (Homo sapiens), Q9GZV3; CHT-expressing cells, membrane potential dye, choline response; stronger effect = lower value; B-score at 10 µM; actives 0.86% (n = 310,000);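 active = B-score over 3 SD under the library average, and starting fluorescence ratio not unusually high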;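 note: choline stimulus applied at its EC90 after an EC20 pre-addition; B-score computed on integrated fluorescence ratio after choline addition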
# Target sequence (Q9GZV3 whole entry, looked up): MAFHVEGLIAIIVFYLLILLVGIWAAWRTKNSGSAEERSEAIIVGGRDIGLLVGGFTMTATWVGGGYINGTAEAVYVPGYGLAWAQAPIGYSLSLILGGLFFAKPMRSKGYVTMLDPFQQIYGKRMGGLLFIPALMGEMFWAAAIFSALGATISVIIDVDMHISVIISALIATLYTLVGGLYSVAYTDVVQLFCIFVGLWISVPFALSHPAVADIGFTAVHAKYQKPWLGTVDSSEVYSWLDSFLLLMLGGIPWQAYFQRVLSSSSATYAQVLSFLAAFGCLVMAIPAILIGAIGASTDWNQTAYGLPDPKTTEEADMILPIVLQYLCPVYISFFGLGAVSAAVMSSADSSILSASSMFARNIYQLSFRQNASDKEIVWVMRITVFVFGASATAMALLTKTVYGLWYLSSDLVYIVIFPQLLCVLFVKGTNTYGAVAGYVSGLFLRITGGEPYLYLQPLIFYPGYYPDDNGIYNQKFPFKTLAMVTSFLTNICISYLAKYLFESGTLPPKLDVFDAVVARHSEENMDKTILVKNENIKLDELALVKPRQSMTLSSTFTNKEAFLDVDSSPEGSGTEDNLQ
# STK33 inh – inhibitors of purified STK33 kinase, primary screen, biochemical, ADP-Glo luminescence, homogeneous, cell-free; actives 0.073% (n = 320,000); inhibition, % at 10 µM; Serine/threonine-protein kinase 33 (Homo sapiens), Q9BYT3; MBP phosphorylation;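 active = inhibition at or above 25%, using the most active replicate where run in duplicate; inactive = inhibition below 25%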
# Target sequence (Q9BYT3 whole entry, looked up): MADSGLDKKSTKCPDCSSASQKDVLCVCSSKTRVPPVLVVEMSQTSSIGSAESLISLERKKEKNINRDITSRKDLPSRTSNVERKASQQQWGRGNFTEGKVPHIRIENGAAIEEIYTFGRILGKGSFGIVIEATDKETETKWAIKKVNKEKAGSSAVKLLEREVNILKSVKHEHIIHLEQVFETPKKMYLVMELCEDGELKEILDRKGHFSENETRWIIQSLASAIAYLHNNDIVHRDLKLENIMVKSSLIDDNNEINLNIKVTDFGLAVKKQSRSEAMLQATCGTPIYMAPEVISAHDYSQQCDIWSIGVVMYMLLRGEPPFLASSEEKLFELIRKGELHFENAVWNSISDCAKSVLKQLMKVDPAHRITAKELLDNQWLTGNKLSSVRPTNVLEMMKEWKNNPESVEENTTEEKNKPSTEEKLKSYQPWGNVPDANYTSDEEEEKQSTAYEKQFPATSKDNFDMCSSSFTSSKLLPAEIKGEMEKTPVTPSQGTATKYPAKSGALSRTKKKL
# CHT allo act – CHT positive allosteric modulators, primary screen, cell-based, membrane potential dye, choline EC20; High affinity choline transporter 1 (Homo sapiens), Q9GZV3; CHT-expressing cells; stronger effect = higher value; LV-AA mutant CHT in HEK293 cells; B-score at 10 µM; actives 0.49% (n = 310,000); AID 488977, 2010;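 active = initial fluorescence not abnormally high and integrated response B-score, plate-corrected, over 3 SD above library mean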
# Numbers without * were called inactive; i = inactive; · = no result given. Hits appear at their usual frequency, and some 1.5% of all compounds hit somewhere here.
# Values run as follows: CHT inh	CHT allo act	STK33 inh
- COc1ccc(NC(=S)NCCc2c[nH]c3ccccc23)c(OC)c1
 : i	i	-3.3
- CCCCn1c(SCC(=O)Nc2cc(C)on2)nc2ccsc2c1=O
 : i	i	10.0
- CCn1cc(CNC(=O)CC2C(=O)NCCN2CC(c2ccccc2)c2ccccc2)cn1 (stereo not drawn)
 : i	i	-1.5
- CCCN(C(=O)COC(=O)c1[nH]c(C)c(C(=O)OC)c1C)c1c(N)n(Cc2ccccc2)c(=O)[nH]c1=O
 : i	i	-1.4
- COc1ccc(OC)c(C(=O)CSc2nnnn2C)c1
 : i	i	-0.7
- O=C(NCCN1CCOCC1)c1ccc(F)cc1
 : i	i	-1.0
- CCCSc1nc(N)c(C#N)c(-c2ccc(C)cc2)c1C#N
 : i	i	-1.2
- CCN1C(=O)[C@H]2[C@@H](c3ccc(-c4ccc(OC)cc4)cc3)N3CCC[C@@]3(C(=O)OC)[C@H]2C1=O
 : i	i	2.0
- COc1cc([N+](=O)[O-])ccc1NC(=S)NNC(=O)CCC(=O)Nc1ccccc1Cl
 : i	i	-0.8
- CCS(=O)(=O)NCCc1cc2ccc(C)cc2[nH]c1=O
 : i	i	1.1
- Cc1cccc[n+]1CCCCCCCCCC[n+]1ccccc1C
 : i	i	-1.8
- O=C(N/N=C/c1ccc([N+](=O)[O-])o1)c1cc(-c2ccc(-c3ccccc3)cc2)nc2ccccc12
 : i	i	-0.3
- Cn1c(C(=O)OC(C(=O)NCC2CCCO2)c2cccnc2)cc2sccc21 (stereo not drawn)
 : i	i	-2.9
- N#C/C(=C\c1c(Cl)cccc1Cl)c1nc2ccccc2[nH]1
 : i	i	-0.1
- O=C(CCC(=O)Nc1cccc(Cl)c1)N/N=C/c1cc([N+](=O)[O-])ccc1O
 : i	i	0.5

# 2 compounds from above with just CHT inh.
structure | CHT inh
COc1ccc(OC)c(C(=O)CSc2nnnn2C)c1 | i
N#C/C(=C\c1c(Cl)cccc1Cl)c1nc2ccccc2[nH]1 | i

# Following part.
# Values run as follows: CHT inh	CHT allo act	STK33 inh
- CCc1ccc2oc(=O)cc(CN3CCCCC3C)c2c1 (stereo not drawn)
 : i	i	0.1
- CNC(=S)N1CCc2sccc2C1C (stereo not drawn)
 : i	i	0.5
- Cc1cccc(-c2nnnn2-c2cccc(C)c2)c1
 : i	i	-0.6
- CCOc1ccc(/C=N/Nc2nc(C)cs2)c(O)c1
 : i	i	-0.2
- O=C(CCC(=O)CCN1CCCCC1)CCN1CCCCC1
 : i	i	0.0
- CN(c1ccccc1C(=O)Nc1ccc(F)c(Cl)c1)S(C)(=O)=O
 : i	i	1.1
- O=[N+]([O-])c1ccc(NNS(=O)(=O)c2cc(Cl)ccc2Cl)nc1
 : i	i	0.8
- N#CCSc1nnc(C2CCCCC2)n1Cc1ccccc1
 : i	i	-5.2
- CCOC(=O)C1=C(C)N(C)C(C)=C(C(=O)OCC)C1c1ccncc1
 : i	i	-1.4
- C=CCNC(=O)CN1C2CCCC1CC(NC(=O)c1ccccc1C)C2 (stereo not drawn)
 : i	i	-2.4
- CC(=O)c1ccc(NC(=O)c2cc(CC(C)C)on2)cc1
 : i	i	0.8
- Cn1ccnc1SCC(=O)Nc1ccc2c(c1)OCO2
 : i	i	-1.3
- COc1ccc(S(=O)(=O)N2CCOCC2)cc1C(C)C
 : i	i	0.0
- CC(=O)c1cccc(NS(=O)(=O)c2c(C)noc2C)c1
 : i	i	-2.3
- Cc1cccc(-n2ncc3c(NCc4ccccc4)ncnc32)c1
 : i	i	-1.1
- Oc1ccc(/C=N/n2c(C3CCCCC3)n[nH]c2=S)c(O)c1
 : i	i	12
- CCN(CC)S(=O)(=O)c1ccc(N/N=C/c2cccnc2)nc1
 : i	i	-0.7
- CCn1cnc2sc(C(=O)Nc3ccc4c(c3)OCO4)c(C)c2c1=O
 : i	i	0.8
- CC1CCCCN1C(=O)CNCC1CCCO1 (stereo not drawn)
 : i	i	-1.8
- O=C(Nc1ccncc1)c1ccc(Cl)c([N+](=O)[O-])c1
 : i	i	0.7
- CCCOc1ccc(/C(O)=C2/C(=O)C(=O)N(CCCn3ccnc3)C2c2ccco2)cc1 (stereo not drawn)
 : i	i	-0.7
- Cc1noc(NS(=O)(=O)c2ccc(NC(=O)C34CC5CC(C3)CC(n3cnc(Br)n3)(C5)C4)cc2)c1C
 : i	i	1.9
- Cc1ccc(C)c(N/C=C(\C#N)c2nc3ccccc3o2)c1
 : i	i	0.6
- CN1CCN(CCCCOc2cccc3ccccc23)CC1
 : i	i	-0.1
- Cn1c(SCC(=O)N2CCN(Cc3ccccc3)CC2)nnc1-c1ccncc1
 : i	i	0.0
- Cc1nn(C)cc1/C=N/NC(=O)c1sc2ccccc2c1Cl
 : i	i	2.2
- CC12CC(NC(=O)N1c1cccc(C(=O)NCc3ccc4c(c3)OCO4)c1)c1cc(Cl)ccc1O2 (stereo not drawn)
 : i	i	-0.1
- Cc1ccc2nc(C)c(C(=O)NN=C3CCN(C)CC3)n2c1
 : i	i	-0.6
- COc1cc(-c2noc(CCCC(=O)NC3CCCCC3)n2)cc(OC)c1OC
 : i	i	·
- CCC1=[N+](CC(=O)c2ccc(C)cc2)CCn2cccc21
 : i	i	-0.7
- CCOC(=O)c1ccc(Nc2nnc(C)c3ccccc23)cc1
 : i	i	1.6
- COc1ccc(S(=O)(=O)N2CCC3(CC2)OCCO3)cc1
 : i	i	0.0
- COCc1cc(C)nc(SCC(=O)Nc2cccc3cccnc23)c1C#N
 : i	i	0.8
- COc1ccc(Cl)cc1NC(=S)NCCc1c[nH]c2ccccc12
 : i	i	-0.5
- CCOC(=O)CN1C(=O)C(O)=C(C(C)=O)C1c1ccccc1 (stereo not drawn)
 : i	i	-0.1
- CC(C)(C)OCC(NC(=O)C(CC(N)=O)NC(=O)OC(C)(C)C)C(=O)OC(C)(C)C (stereo not drawn)
 : i	i	-1.0
- O=C(COc1coc(CN2CCN(c3ccccc3)CC2)cc1=O)NC1CCCC1
 : i	i	-0.4
- Cc1cc(C)c(NC(=O)CSc2nc(=O)n(CCN3CCOCC3)c3c2CCC3)c(C)c1
 : i	i	0.9
- CCOc1ccc(NC(=O)Nc2ccccc2SC)cc1
 : i	i	0.0
- COc1ccc(NC(=O)CS(=O)CC(=O)NC2CCCc3ccccc32)cc1 (stereo not drawn)
 : i	i	1.2
- COc1ccc(NC(=O)NC23CC4(C)CC(C)(CC(C)(C4)C2)C3)cc1OC
 : i	i	-1.0
- O=C(N/N=C/c1cc2c(c([N+](=O)[O-])c1)OCO2)c1ccncc1
 : i	i	-1.5
- Nn1cnnc1SCC(=O)N(C1CCCCC1)C1CCCCC1
 : i	i	-1.2
- COc1cc(S(=O)(=O)N2CCN(c3ccc(F)cc3)CC2)ccc1Cl
 : i	i	0.6
- CC(NC(=O)C1CCCC1)C1CC2CCC1C2 (stereo not drawn)
 : i	i	-0.8
- CC(C)Sc1nnc(NC(=O)CCc2ccccc2)s1
 : i	i	-2.5
- COc1ccc(S(=O)(=O)N2CCC(C(=O)NCC3CCCO3)CC2)cc1OC (stereo not drawn)
 : i	i	-0.5
- O=C(NCCNC(=O)c1cccc(O)c1)c1cccc(O)c1
 : i	i	-1.2
- COc1ccc(C(=O)/C=C/Nc2ccc(S(=O)(=O)Nc3cc(OC)nc(OC)n3)cc2)c(OC)c1
 : i	i	-0.5
- COc1ccc(C2CC(C(F)(F)F)n3ncc(C(=O)NCc4cccnc4)c3N2)cc1OC (stereo not drawn)
 : i	i	-1.6
- CCOc1ccc(CNn2cnnc2)cc1
 : i	i	-0.4
- O=S(=O)(c1ccc(N2CCCC2)nc1)N1CCOCC1
 : i	i	·
- CS(=O)(=O)N1CCc2cc(-c3csc(NC(=O)Cc4cccs4)n3)ccc21
 : i	i	0.9
- Oc1c(C=Nc2cccc3cccnc23)sc2ccccc12
 : i	i	-2.9
- CC(=O)C1=C(C)Nc2ncnn2C1c1cccc(OCc2ccccc2)c1 (stereo not drawn)
 : i	i	0.7
- CCNC(=S)NNC(=O)c1ccncc1
 : i	i	-2.1
- O=C1S/C(=C/c2ccccc2F)C(=O)N1CCN=C1NS(=O)(=O)c2ccccc21
 : i	i	-0.6
- O=C(c1ccc(-c2cccc(Cl)c2)o1)N1CCN(c2ccc([N+](=O)[O-])cc2)CC1
 : i	i	-0.1
- Cc1cccc(-n2c(C)c(-c3ccccc3)[nH]c2=S)c1
 : i	i	0.5
- O=S(=O)(c1ccccc1)N1N=C(c2cccs2)CC1c1ccc(Br)cc1 (stereo not drawn)
 : i	i	0.2

# Other structures follow:
# Values run as follows: CHT inh	CHT allo act	STK33 inh
- Cc1nn(-c2ccccc2)c(C)c1C(=O)Oc1ccccc1
 : i	i	0.1
- COC(=O)c1ccccc1NC(=O)COC(=O)C1CCCCC1
 : i	i	0.5
- CCn1c(C)nc2cc(C(=O)N/N=C(\C)c3ccccc3O)ccc21
 : i	i	-0.3
- COc1cc(Cl)ccc1OCc1cc(C(=O)NC(C)Cc2cnccn2)no1 (stereo not drawn)
 : i	i	0.4
- Cc1ccccc1N(CC(=O)NCc1ccccc1)C(=O)CCC(=O)Nc1nccs1
 : i	i	-0.9
- CCOc1cc(CNC2CCCC2)ccc1OCc1ccccc1Cl
 : i	i	-0.5
- CCCCN(CC)c1nc(-c2ccncc2)nc2ccccc12
 : i	i	5.2
- CCC(=O)n1nc(NCc2ccc(OC)c(OC)c2)nc1NCc1ccc(OC)c(OC)c1
 : i	i	-1.7
- Nc1n[nH]c(S(=O)(=O)CCCc2ccccc2)n1
 : i	i	0.6
- COc1ccc(CNC(=O)Cn2ccc([N+](=O)[O-])n2)cc1OC
 : i	i	-2.6
- Cc1noc(NS(=O)(=O)c2ccc(NC(=O)CSc3n[nH]c(-c4ccccc4)n3)cc2)c1C
 : i	i	0.3
- COc1ccccc1/C=C(/C(=O)OCC(=O)Nc1ccccc1C)c1ccccc1
 : i	i	-0.5
- O=C(CSCCNS(=O)(=O)c1ccccc1)Nc1ccccc1
 : i	i	0.3
- COc1ccccc1C(=O)N1CCN(CCNC(=O)C(=O)Nc2ccc(Br)c(C)c2)CC1
 : i	i	-0.4
- COc1cccc(N2CCN(S(=O)(=O)c3c(C)[nH]c(C)c3C(=O)N3CCCCC3)CC2)c1
 : i	i	-1.7
- O=C(CCc1n[nH]c(=O)[nH]c1=O)N/N=C/c1ccco1
 : i	i	-0.1
- Cn1c(NC(=O)CCC2CCCCC2)cc(=O)n(C)c1=O
 : -6.4*	i	-1.6
- O=C(Nc1ccc(Oc2ccccc2)cc1)C1CCCO1 (stereo not drawn)
 : i	i	-0.4
- COCCCn1c(C)c(C(C)=O)cc(NC(=O)c2ccccc2)c1=O
 : i	i	-0.2
- CCCc1[nH]n(-c2ccc([N+](=O)[O-])cc2)c(=O)c1C=NCCN1CCNCC1
 : i	6.8*	0.0
- COc1ccc(/C(C)=N/NC(=S)NCCc2ccccc2)cc1
 : i	i	0.9
- CC(=O)C(Cc1ccccc1)NC(=O)CCl (stereo not drawn)
 : i	i	0.2
- O=S(=O)(NCc1ccccc1)c1ccc(NC(=S)NCc2ccco2)cc1
 : i	i	1.0
- CCCCn1c(N)c(N(CC)C(=O)C2=COCCO2)c(=O)[nH]c1=O
 : i	i	0.4
- CCc1cccc(C)c1NC(=O)C1CCCO1 (stereo not drawn)
 : i	i	-1.2
- O=C(NCc1ccccc1)N[C@@H](Cc1ccccc1)C(=O)O
 : i	i	-0.9
- O=C(Nc1ccccc1)n1ccc(-c2ccc(-n3ccnc3)cc2)n1
 : i	i	1.2
- CCc1cc(=O)oc2cc(OC(C)C(=O)NCCCn3ccnc3)ccc12 (stereo not drawn)
 : i	i	0.6
- S=C(c1ccccc1)N(c1ccccc1)c1ccccc1
 : i	i	-0.8
- O=C(CCl)NCCNC(=O)c1cc(OCC(F)(F)F)ccc1OCC(F)(F)F
 : i	i	-1.3
- COc1ccc(N(CC(=O)Nc2cc(C)ccc2C)S(=O)(=O)c2c(C)[nH]c(=O)[nH]c2=O)cc1
 : i	i	-2.3
- O=C(N/N=C/c1ccco1)C1CC(=O)N(c2ccccc2)C1 (stereo not drawn)
 : i	i	-0.1
- CCn1cnc2cc(NCc3ccc(Cl)cc3)ccc21
 : i	i	-0.1
- OCCN(CCO)CC(O)Cn1c2ccccc2c2ccccc21 (stereo not drawn)
 : i	i	0.3
- CCCOc1ccc(C(=O)NNC(=O)c2cccc(S(=O)(=O)N3CCN(C(C)=O)CC3)c2)cc1OC
 : i	i	-0.3
- Cc1ccc(S(=O)(=O)CC(=O)NC(C)(C)C)cc1
 : i	i	3.3
- CCOC(=O)C1CCCN(CC(=O)Nc2c(C(=O)OC)[nH]c3ccccc23)C1 (stereo not drawn)
 : i	i	·
- CCOCCCn1c(C)nc2c[n+](CC(=O)c3ccc4ccccc4c3)cc(Br)c21
 : i	i	0.0
- C=CCn1c(SCC(O)Cn2c3ccccc3c3ccccc32)nnc1-c1ccco1 (stereo not drawn)
 : i	i	-0.8
- Cc1ccc2c(c1)oc(=O)n2CC(=O)c1ccccc1
 : i	i	0.1
- Cc1cc(C(=O)N/N=C/c2cccs2)n[nH]1
 : i	i	1.2
- CN=Cc1nc(-c2ccccc2)oc1O
 : i	i	0.8

# Among those listed so far, these contain a tert-butyl group:
# Values run as follows: CHT inh	CHT allo act	STK33 inh
- CC(C)(C)OCC(NC(=O)C(CC(N)=O)NC(=O)OC(C)(C)C)C(=O)OC(C)(C)C (stereo not drawn)
 : i	i	-1.0
- Cc1ccc(S(=O)(=O)CC(=O)NC(C)(C)C)cc1
 : i	i	3.3
